# Vif imaging: blocks HIV Vif function; hit rate 0.35% among 340,000; inhibition, % at 7.49 µM; HEK293T cells, Vif self-association by quenched fluorescence, imaging, 24 h; in the data active = inhibition above about 50%, passing the limit was not always enough; also: some results filed as inactive read as strong as hits
# Exocytosis inh: lytic granule exocytosis inhibition; hit rate 0.66% among 360,000; AID 651702; TALL-104 LAMP-1 surface exposure, flow cytometry; cells stimulated with thapsigargin and PMA; inhibition, % at 10 µM;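 active = inhibition above about 55%, limit read from the data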
# iPSC survival up: enhancers of human iPSC single-cell survival; survival enhancement, % at 20 µM; hit rate 0.044% among 360,000; hiPSC single-cell survival, ATPlite luminescence; 100% = ROCK inhibitor wells, 0% = DMSO; AID 602274; in the data active = survival enhancement above about 18%;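 also: cells exposed to compounds for 16 hours before the ATP read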
# H9c2 protect: protects H9c2 cardiomyocytes from peroxide injury; H2O2 injury protection, ATPLite, 2 h; protection from H2O2 cell death, % at 20 µM; hit rate 0.63% among 360,000; AID 588492;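 active = compounds giving at least 50% protection of heart cells from peroxide-induced death in the single-dose screen, raw or plate-pattern-corrected value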;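 also: 0% = DMSO wells with peroxide and 100% = DMSO wells without peroxide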
# ABCB6 inh MLPCN: human ABCB6 transporter inhibition; K562-ABCB6 porphyrin accumulation, flow cytometry, 1 h; active compounds read low; fluorescence ratio to DMSO, % at 10 µM; hit rate 0.19% among 360,000; AID 602162;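 active = fluorescence ratio to DMSO below 75%, the collection mean minus 3 SD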;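 also: signal is porphyrin accumulated inside mitochondria; 100% equals median channel fluorescence of DMSO control wells; lower ratio means ABCB6 inhibition with less porphyrin fluorescence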
# Target sequence (Q9NP58 whole entry, looked up): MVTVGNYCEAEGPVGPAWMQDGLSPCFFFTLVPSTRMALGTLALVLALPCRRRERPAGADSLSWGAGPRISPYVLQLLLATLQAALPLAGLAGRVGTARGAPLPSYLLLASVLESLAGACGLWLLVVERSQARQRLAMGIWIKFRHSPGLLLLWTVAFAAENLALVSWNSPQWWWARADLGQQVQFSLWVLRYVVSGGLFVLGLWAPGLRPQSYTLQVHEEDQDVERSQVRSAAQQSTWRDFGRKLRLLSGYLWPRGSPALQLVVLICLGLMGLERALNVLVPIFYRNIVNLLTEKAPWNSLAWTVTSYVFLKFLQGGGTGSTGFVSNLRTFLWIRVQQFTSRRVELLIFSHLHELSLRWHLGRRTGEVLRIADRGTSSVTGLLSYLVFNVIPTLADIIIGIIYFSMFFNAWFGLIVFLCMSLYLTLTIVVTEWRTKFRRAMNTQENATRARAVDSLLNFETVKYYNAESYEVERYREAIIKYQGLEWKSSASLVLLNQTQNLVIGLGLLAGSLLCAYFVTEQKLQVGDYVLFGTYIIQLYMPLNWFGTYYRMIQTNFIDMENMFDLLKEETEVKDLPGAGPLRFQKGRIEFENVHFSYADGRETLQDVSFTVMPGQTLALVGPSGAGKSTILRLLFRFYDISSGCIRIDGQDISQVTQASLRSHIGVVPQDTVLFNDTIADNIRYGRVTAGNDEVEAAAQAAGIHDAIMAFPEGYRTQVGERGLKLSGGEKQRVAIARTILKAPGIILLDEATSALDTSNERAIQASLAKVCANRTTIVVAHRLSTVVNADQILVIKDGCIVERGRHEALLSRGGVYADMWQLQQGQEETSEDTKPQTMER
# aDG glyco act: alpha-DG glycosylation activation; activation, % at 10 µM; AID 624168; hit rate 0.22% among 360,000; Pro5-aDG cells, alpha-DG glycosylation AlphaScreen (IIH6); 0% Pro5, 100% B10-LARGE cell signal;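 active = activation of at least 8% versus controls, or a plate z-score of at least 8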;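 also: Pro5 are CHO cells carrying HIG-tagged alpha-DG that lacks glycosylation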
# CaV13 ICDI inh: Disruptors of the CACNA1D IQ motif to Ca2+-dependent inactivation inhibitor domain association, primary screening, Förster resonance energy transfer in intact living …; HEK cells, CFP/YFP FRET ICDI-IQ, plate reader, 10 min; percent FRET-ratio fall versus neutral wells; inhibition, % at 12.3 µM; hit rate 0.098% among 340,000; AID 743397;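 active = mean replicate inhibition of at least 30% and at least 1% of replicates passing that level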;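 also: 0% = median of the neutral control wells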
# PDI turbidity: inhibitors of human protein disulfide isomerase; P07237; PDI insulin aggregation turbidity, A650, 90 min; inhibition, % at 10 µM; hit rate 0.052% among 350,000; AID 588391;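 active = mean inhibition across replicates of 30% or more, whatever share of single replicates reach that level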;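 also: absorbance from insulin aggregation driven by PDI reduction with DTT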
# HTR2A ag: activates the mouse 5-HT2A serotonin receptor; CHO-K1 mHTR2A beta-arrestin complementation, luminescence; percent of 30 µM serotonin response; activation, % at 7.6 µM; hit rate 0.66% among 360,000;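 active = activation above a run cutoff, the mean activation of all tested compounds plus 3 SD, cut at about 14% in these data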;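 also: 0% = plate median of compound wells and 100% = 30 µM serotonin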
# N-glyco inh: blocks N-linked glycosylation in D54 reporter cells; hit rate 0.23% among 360,000; reporter increase, % at 12.5 µM; D54 ERlucT glycosylation luciferase reporter, 24 h; percent of 100 nM tunicamycin response;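 active = mean luciferase reporter signal, scaled so untreated is 0 and the glycosylation-blocking control 100, at or above a set limit in every replicate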;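 also: luciferase carries N-glycosylation sites so blocking glycosylation raises the light; 0% = median of neutral control wells and 100% = median of 100 nM tunicamycin wells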
# * = called active by the depositor; · = not tested or not shown.
SMILES,Vif imaging,Exocytosis inh,iPSC survival up,H9c2 protect,ABCB6 inh MLPCN,aDG glyco act,CaV13 ICDI inh,PDI turbidity,HTR2A ag,N-glyco inh
COCC(C)n1c(C)cc(C(=O)CSc2ccc(NC(C)=O)cc2)c1C (centres undefined),1,2,-0.3,-2,101,-0.1,1,0,8,-13
CSc1nnc(-c2cc(Br)ccc2N=Cc2c(C)[nH]n(-c3ccccc3)c2=O)c(=O)[nH]1,-2,-3,-3.1,3,97,0.2,-3,-3,-1,1
CCC(O)C1CCN(Cc2cn(-c3ccc(OC)cc3)nc2-c2cccc(F)c2)CC1 (centres undefined),-9,3,-0.6,18,91,3.4,-6,1,2,2
CC(CNC(=O)Cn1ccc(N)nc1=O)c1ccccc1 (centres undefined),-3,-2,2.5,-3,98,0.1,-4,-1,3,3
O=C(CN1CCCCC1)N1CCN(S(=O)(=O)c2ccccc2)C1,-1,-3,-0.8,4,101,-0.3,-5,-1,-1,0
CC1Cc2ccccc2N1Cc1cc(=O)c(OCC(=O)NCCc2ccccc2)co1 (centres undefined),-3,4,0.8,-2,102,0.1,-7,4,0,-4
C/C(=N\NS(C)(=O)=O)c1ccc(C)cc1,11,6,-3.1,-2,101,0.3,-5,0,0,3
CC(=O)N1CCN(S(=O)(=O)c2cccc(C(=O)Nc3ccc(F)c(F)c3)c2)CC1,5,-15,0.4,-6,98,0.1,-4,10,3,1
CCN(CC)C(=O)c1[nH]cnc1C(=O)Nc1cccc(Cl)c1,3,0,1.0,0,101,-0.1,-10,1,2,4
O=C(NC(Cc1c[nH]c2ccccc12)C(=O)O)/C(=C/c1ccc(F)cc1)NC(=O)c1ccccc1 (centres undefined),7,1,-0.1,8,101,0.3,-4,4,2,2
Nc1nc(NCC2CCCO2)nc(Nc2ccc(Cl)cc2)c1[N+](=O)[O-] (centres undefined),4,-2,-0.7,1,100,0.1,-3,2,-1,3
Cn1cnnc1SCC(=O)Nc1cccc(S(=O)(=O)N2CCOCC2)c1,8,-2,-0.5,10,99,-0.1,-14,2,4,1
CC(C)C(=O)Nc1nnc(SCC(=O)N2C(C)CCCC2C)s1 (centres undefined),-3,11,-0.6,-1,94,0.0,-4,4,-7,-1
O=[N+]([O-])c1cccnc1Sc1ccc(Br)cc1,-3,7,-0.7,-4,95,-0.4,-5,3,-2,-3
COc1ccc(CCC(=O)OCC(=O)N2CCN(S(=O)(=O)c3ccc(C)cc3C)CC2)cc1,12,-3,5.8,0,95,-0.4,-2,1,5,1
COc1ccccc1NC(=O)CN1CCCCCC1,23,-8,-0.2,-2,96,0.3,-6,-10,6,2
CC(C)(C)NC(=S)N1CCC(C(=O)c2ccc(Cl)cc2)CC1,4,12,-0.3,-2,102,-0.1,-1,6,-7,0
CC(=O)NC1C(Oc2ccc3c(C)cc(=O)oc3c2)OC(COC(C)=O)C(OC(C)=O)C1OC(C)=O (centres undefined),-3,10,2.0,-6,101,-0.4,-28,5,4,-1
OC(COc1cccc2ccccc12)CN1CCOCC1 (centres undefined),-10,31,3.2,9,95,0.0,-5,10,-7,2
Cc1cc(=O)n2c3c(c4c(cc13)c(CN(C)C)cc(=O)n4C)OC2,6,-4,-1.3,4,92,1.4,-6,3,-1,31*
O=C1c2ccccc2C(=O)N1CCCc1c[nH]c2ccc(Cl)cc12,3,1,0.8,-8,97,0.3,-8,3,2,-5
Cc1ccc(NC(=O)Nc2cccnc2)cc1,8,-20,-0.4,-5,98,0.0,-34,-5,-1,0
CCOC(=O)C1C(=O)CC(C)(O)C(C(=O)OCC)C1c1cccc(OC(F)(F)C(F)F)c1 (centres undefined),-10,2,-0.4,-2,101,0.1,-5,-6,1,1
Cc1ccc(NC(=O)c2nc[nH]c2C(=O)Nc2ccc(C)cc2)cc1,13,0,2.2,-4,99,0.1,-2,3,1,1
CCCCC(=O)N(C)c1c(CC)nc2c(OCCC)cccn12,-8,9,-1.9,4,95,0.2,-6,-6,-2,1

# (listing goes on)
SMILES,Vif imaging,Exocytosis inh,iPSC survival up,H9c2 protect,ABCB6 inh MLPCN,aDG glyco act,CaV13 ICDI inh,PDI turbidity,HTR2A ag,N-glyco inh
CS(=O)(=O)c1ccc(C(=O)N(CCc2ccccc2)Cc2ccccc2)cc1,-9,0,-0.4,4,88,0.9,-6,-5,-2,-2
CC(C)Cc1nnc(NC(=O)C2=COCCO2)s1,-3,-5,-2.7,-6,97,0.1,-3,0,4,-6
CN(C)S(=O)(=O)N1CCN(CC(O)COc2ccc(-c3ccccc3)cc2)CC1 (centres undefined),-10,12,-0.7,-1,99,0.3,3,-1,-2,1
COc1ccc(CNC(=O)[C@H](NC(=O)C2CCN(C(=O)[C@@H](N)CCSC)CC2)C(C)C)cc1,-7,-1,1.3,2,104,0.1,·,·,0,1
CC(C)(C)NC(=O)c1ccc2c(c1)N(CC(=O)N1CCN(c3ccc(F)cc3)CC1)C(=O)C(C)(C)O2,-9,0,-2.2,7,97,-0.1,-4,-10,2,0
N#CC1(CCCN2CCCCC2)c2ccccc2CCc2ccccc21,4,24,-0.6,-6,99,0.0,-5,-18,-11,-8
CC(=O)Nc1ccc(Sc2ccccc2C(=O)Nc2ccc(F)cc2)cn1,7,-5,-1.2,6,88,-0.6,-5,6,1,2
Cc1cc(C(=O)OCC(=O)N2CCC(c3ccccc3)=N2)ccc1[N+](=O)[O-],-2,1,0.1,-8,100,-0.2,-6,0,-5,-1
CC1(C)Cc2c(cnn2-c2cccc(F)c2)C(NC(=O)C2CCOCC2)C1 (centres undefined),-11,-17,-0.2,1,100,1.1,-3,-7,-10,1
CC1CCN(C(=O)NC(=O)c2ccccc2)CC1,-12,1,0.9,9,100,-0.2,-2,-2,5,1
CCOc1ccccc1Nc1nnc(SCC(=O)NC2CCS(=O)(=O)C2)s1 (centres undefined),30,-3,0.2,10,119,0.1,-5,-1,12,0
Cc1nc2scc(-c3cccs3)c2c(=O)n1CC(=O)O,2,0,0.4,0,102,0.6,·,-3,0,1
CC(C)c1c(C(=O)N/N=C/c2ccc3c(c2)OCO3)nnn1-c1nonc1N,-3,1,-0.6,-6,100,-0.2,-4,16,1,6
Cc1cc(C)n2nc(C(=O)OCC(=O)N(C)C3CCCCC3)nc2n1,0,5,0.7,1,90,0.0,-6,15,12,2
CSc1nc(Oc2ccc3ccccc3c2)c2sccc2n1,-2,1,-0.8,-9,95,-0.2,-4,-9,4,12
Cc1ccc2nc(SCC(=O)Nc3ccc4c(c3)OCCO4)nc(=O)n2c1,13,-6,-0.3,10,99,-0.1,-12,18,13,4
COc1ccc(C(=O)N/N=C/c2ccc(OC(=O)c3cccc4ccccc34)c([N+](=O)[O-])c2)cc1,1,-4,-0.6,-4,106,-0.1,-5,-5,-4,-3
Cc1ccccc1CNC(=O)CCCn1ncn2c(cc3occc32)c1=O,0,0,0.3,0,95,0.0,-6,-2,1,2
CCN(CC)CCOC(=O)c1c(C)n(C)c2ccc(OC)cc12,-2,2,-0.4,2,99,0.0,·,-8,0,-1
Cc1ccccc1Cn1c(=O)c2c(nc3n2CCCN3Cc2ccccc2)n(C)c1=O,-4,2,1.2,3,93,0.0,-3,7,1,-2
COC(=O)[C@]1(C)N[C@H](CN(C)S(=O)(=O)c2ccc(F)cc2)[C@@H]2C(=O)N(C)C(=O)[C@@H]21,-5,-1,6.0,4,103,-0.1,-4,-4,·,2
COc1cccc(NC(=O)CN(C)C(=O)/C=C/c2cn(-c3ccccc3)nc2-c2ccc(OC)c(OC)c2)c1,9,1,-0.4,20,96,0.0,-5,17,3,-3
O=S(=O)(N/N=C\C=C\c1ccccc1)c1ccccc1,·,3,-0.6,0,101,0.6,-8,-3,-1,-2
CCOC1=C2CN(S(=O)(=O)c3ccc(C)cc3)C(c3ccccc3)CC2N(S(=O)(=O)c2ccccc2Cl)C(c2ccccc2)C1 (centres undefined),·,1,·,·,·,-0.1,-6,·,2,·
O=C(CNS(=O)(=O)c1ccc2ccccc2c1)OCc1nnc(-c2ccccc2)o1,-1,-3,0.8,2,96,-0.2,·,0,3,0

# Remaining list, next part:
SMILES,Vif imaging,Exocytosis inh,iPSC survival up,H9c2 protect,ABCB6 inh MLPCN,aDG glyco act,CaV13 ICDI inh,PDI turbidity,HTR2A ag,N-glyco inh
COc1ccc(-c2cc3ncccc3cn2)cc1,-4,17,-1.6,-8,94,0.1,-10,-2,2,-7
O=C(Nc1ccc(-c2nc3ccccc3s2)c(O)c1)C1=COCCO1,·,-1,-1.0,-17,107,0.2,-3,3,2,-11
COc1cc(C(=O)Nc2nnc(C(C)(C)C)s2)c([N+](=O)[O-])cc1OC,4,5,-1.2,0,101,0.0,-17,16,1,1
COC(=O)C1CCC(C)(C(=O)Nc2ccccc2)C1(C)C (centres undefined),7,0,-0.4,-6,103,0.3,-4,-5,0,2
COc1ccc(-n2c(=O)c3ccccc3n(CC(=O)NC3CCCCC3)c2=O)cc1OC,4,-6,0.8,-2,89,-0.1,-14,-4,2,-4
CCOC(=O)c1sc(=S)n(C)c1NC(=O)c1ccccc1C,-2,0,-1.3,3,98,0.4,-4,3,2,2
CCOc1ccc(NC(=O)Nc2nnc(CC(=O)NCc3ccccc3)s2)cc1,3,-4,-1.1,-4,94,0.7,-6,-13,1,-1
Cc1cc([N+](=O)[O-])ccc1NC(=O)CSc1nncn1-c1cccnc1,17,-4,-0.4,4,99,0.0,-4,-7,2,-1
CCc1noc(C)c1C(=O)NNC(=O)COc1ccc(Br)cc1,-8,-1,-0.4,0,101,-0.3,-9,1,10,2
CC(C)CNC(=S)N1CCC(NC(=O)C23CC4CC(CC(C4)C2)C3)CC1,-4,1,-1.1,-1,93,0.0,-5,3,4,1
CCOC(=O)C1CCN(Cc2nc(-c3ccc(OC)c(OC)c3)no2)CC1,-6,-2,4.4,3,90,-0.4,·,21,0,1
CN(CC1CCCO1)S(=O)(=O)c1ccc(C(=O)Nc2ccc([N+](=O)[O-])cc2)cc1 (centres undefined),-7,1,-0.5,-11,100,0.7,-3,-8,-7,-5
CC(C)CNc1nc(=S)nc(N(C)C)[nH]1,-14,0,1.5,5,97,-0.2,-8,-3,4,1
O=C1CCN(Cc2ccc(Cl)cc2Cl)C(=O)N1,4,-1,2.5,2,102,-0.1,-10,-15,5,0
O=C(COc1cccc2ccccc12)Nc1ccc(Cl)cc1C(=O)O,-9,2,-0.5,-3,98,-0.1,-7,-2,-5,0
CCOC(=O)C1=C(c2ccccc2)OC(N)=C(C#N)C1c1cccs1 (centres undefined),-7,1,-1.1,0,100,0.0,-6,-3,-1,0
CCOC(=O)c1sc(=S)n(-c2ccccc2)c1SC,9,-2,1.9,-1,97,0.0,-7,-12,2,0
CC1CCN(S(=O)(=O)c2cnc[nH]2)CC1,10,2,0.3,1,101,0.0,-8,3,8,0
O=C(CCNC(=O)c1ccccc1Cl)OCC(=O)c1ccccc1,8,8,0.0,-4,102,-0.1,-5,-1,-3,0

# Retrieved by structure from the list above, three records:
SMILES,Vif imaging,Exocytosis inh,iPSC survival up,H9c2 protect,ABCB6 inh MLPCN,aDG glyco act,CaV13 ICDI inh,PDI turbidity,HTR2A ag,N-glyco inh
O=C(CCNC(=O)c1ccccc1Cl)OCC(=O)c1ccccc1,8,8,0.0,-4,102,-0.1,-5,-1,-3,0
CS(=O)(=O)c1ccc(C(=O)N(CCc2ccccc2)Cc2ccccc2)cc1,-9,0,-0.4,4,88,0.9,-6,-5,-2,-2
CSc1nc(Oc2ccc3ccccc3c2)c2sccc2n1,-2,1,-0.8,-9,95,-0.2,-4,-9,4,12

# Bioassay records from PubChem.
